Screening data from PubChem BioAssay.
PTK2B oligo ant – blocks oligomerization of human Pyk2 in cells; Q14289; Q293 cells, Pyk2 FERM NanoBiT luminescence; active compounds read low; z-score (the deposit names both 25 µM and 10 µM); hit rate 0.83% among 99,000;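 active = Z-score of -3 or lower, scaled per plate to the spread of control and sample wells; inactive = z-score above -3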;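 note: negative z-score means lost luminescence so less FERM oligomerization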
VCAM1 TNFa inh – reduces TNF alpha induced VCAM1 expression in HUVEC; inhibition, % at 2 µM; HUVEC TNFa-induced VCAM-1 immunofluorescence, high-content imaging; hit rate 0.48% among 95,000;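 active = inhibition above the batch mean plus 3 SD, with images confirmed as a hit by eye, cut at about 37% in these data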;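 note: 0% = TNF-stimulated DMSO wells and 100% = unstimulated control wells; not every result past the cut was called active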
F-actin modifier – cytoskeleton assembly modification | HUVEC TNFa F-actin phalloidin imaging, high content | inhibition, % at 2 µM | hit rate 0.18% among 91,000 | AID 836;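 active = inhibition above the batch mean plus 3 SD and confirmed as a hit by visual image inspection, cut at about 30% in these data, passing the limit was not always enough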; note: strong numbers were not always called active
FAK inh – inhibitors of human focal adhesion kinase; AID 727; inhibition, %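 (tested at 7 µM)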; biochemical FAK kinase activity assay; Q05397; hit rate 0.84% among 97,000; in the data active = inhibition above about 19%;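 note: 0% = DMSO and 100% = reference compound high control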
IL1B cytotox – HUVEC cytotoxicity counter-screen, IL-1B stimulated | HUVEC cell count loss, Hoechst imaging | cell count reduction, % at 2 µM | hit rate 0.41% among 94,000;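 active = cell count reduction more than 3 SD above the screen-wide mean, cut at about 70% in these data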;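 note: normalized per plate to untreated control cells as the no-loss baseline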
ERa coact inh – ER-alpha (human) coactivator binding inhibition | TR-FRET ER-alpha LBD / SRC-1 peptide, estradiol-bound | P03372 | inhibition, % at 25.6 µM | hit rate 1.7% among 86,000; in the data active = inhibition above about 50%;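 note: 0% = receptor plus peptide control and 100% = peptide only without receptor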
PTPN22 inh 2 – LYP (human) phosphatase inhibition. hit rate 0.21% among 96,000. recombinant LYP catalytic domain, DiFMUP fluorescence. inhibition, % at 2 µM;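 active = inhibition at 2 µM at or above a set limit, the screen mean plus 3 SD, cut at about 24% in these data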;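 note: 0% = DMSO with enzyme and 100% = enzyme fully blocked by orthovanadate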
Target sequence (Q9Y2R2 whole entry, looked up, the tested form may be a part): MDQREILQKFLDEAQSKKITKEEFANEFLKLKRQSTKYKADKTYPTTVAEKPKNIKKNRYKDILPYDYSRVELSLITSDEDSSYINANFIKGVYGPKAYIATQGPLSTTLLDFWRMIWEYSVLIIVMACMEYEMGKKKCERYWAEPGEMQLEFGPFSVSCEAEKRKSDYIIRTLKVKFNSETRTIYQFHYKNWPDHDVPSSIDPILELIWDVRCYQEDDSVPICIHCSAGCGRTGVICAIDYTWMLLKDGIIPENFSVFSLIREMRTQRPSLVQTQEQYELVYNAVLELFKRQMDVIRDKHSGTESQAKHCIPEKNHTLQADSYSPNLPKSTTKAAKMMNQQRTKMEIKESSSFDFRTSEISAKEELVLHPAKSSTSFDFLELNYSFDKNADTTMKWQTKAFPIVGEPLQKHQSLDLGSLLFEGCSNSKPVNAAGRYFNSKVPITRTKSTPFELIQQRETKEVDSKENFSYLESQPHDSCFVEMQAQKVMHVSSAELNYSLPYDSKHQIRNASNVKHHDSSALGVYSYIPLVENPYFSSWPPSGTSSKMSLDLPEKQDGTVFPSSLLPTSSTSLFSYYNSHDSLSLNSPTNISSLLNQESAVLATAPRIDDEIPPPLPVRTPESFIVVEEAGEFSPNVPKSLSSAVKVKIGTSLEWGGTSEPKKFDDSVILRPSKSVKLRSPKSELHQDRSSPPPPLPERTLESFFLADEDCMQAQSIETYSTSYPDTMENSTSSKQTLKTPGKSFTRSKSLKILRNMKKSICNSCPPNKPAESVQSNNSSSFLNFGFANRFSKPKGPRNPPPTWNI
TNFa cytotox – toxic to HUVEC cells under TNF alpha stimulation. HUVEC TNFalpha-stimulated, Hoechst cell count, imaging. cell count reduction, % at 2 µM. hit rate 0.17% among 93,000;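 active = cell count reduction exceeding the screen mean by over 5 SD, scaled to untreated wells per plate, cut at about 78% in these data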;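 note: cells counted after 24 h of TNF alpha exposure following the 1 h pretreatment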
PTPN22 act – LYP (human) phosphatase activation; Q9Y2R2; recombinant LYP, DiFMUP fluorescence; 0 = plate median, 100 = signal doubled; activation, % at 2 µM; hit rate 0.11% among 96,000; AID 697;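 active = activation at 2 µM above a set limit, the mean plus 5 SD, cut at about 37% in these data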
* = called active by the depositor; x = no result given; [ ] = remark or other dose.

The line under a structure holds: PTK2B oligo ant	VCAM1 TNFa inh	F-actin modifier	FAK inh	IL1B cytotox	ERa coact inh	PTPN22 inh 2	TNFa cytotox	PTPN22 act
(1) Clc1ccc(Cn2ncc3c(NCc4ccco4)ncnc32)c(Cl)c1
    x	5.9	21.1	1.9	0.5	27.0	4.0	-28.1	-2.9
(2) O=C(c1ccc2c3c(cccc13)CC2)N1CCN(c2ncccn2)CC1
    -0.31	-6.5	-11.5	-2.8	-21.1	-2.3	3.8	-10.1	-3.9
(3) CCOC(=O)CC(=O)CSc1nc(N)c(C#N)c(-c2ccc(F)cc2)c1C#N
    -0.36	-6.9	-5.0	6.7	-2.9	-2.7	-4.5	23.6	1.8
(4) Cc1ccc(S(=O)(=O)NC2=NCCC2)cc1
    1.02	18.6	14.1	3.1	7.6	-1.7[fluorescence artefact?]	-6.6	-7.4	5.5
(5) CCCC(=O)Nc1cccc(NC(=O)c2ccc3c(c2)OCCO3)c1
    -0.36	18.2	-6.2	2.2	-11.1	8.4[fluorescence artefact?]	-14.4	-26.5	9.8
(6) COc1ccc(CNc2ccc3c(c2)nc(C)n3C)cc1
    -0.43	6.8	15.9	3.1	-19.6	-4.5	-3.0	-5.3	1.1
(7) COC(=O)c1sc(N)c(C(=O)OC)c1COC(=O)c1c(C)noc1C
    -0.8	-0.5	-4.2	9.3	37.0	-7.6	-0.5	10.3	-1.7
(8) Cc1ccc(OCC(=O)N/N=C2\CCOc3c(C)cccc32)cc1
    0.38	-8.3	-25.1	4.3	15.8	x	13.2	15.6	-10.6
(9) CCOC(=O)Cn1nnc2c(sc3nc4c(c(-c5ccccc5)c32)CCC4)c1=O
    -0.95	-13.4	0.9	1.9	-3.2	x	14.7	-4.6	-15.9
(10) CC1Cc2ccccc2N1C(=O)CSc1nc2c(c(=O)n(C)c(=O)n2C)n1Cc1ccccc1 (configuration not stated)
    -2.79	7.8	-0.7	8.5	2.9	17.7[fluorescence artefact?]	0.3	23.3	-2.9
(11) CCOC(=O)c1ccccc1NC(=O)/C(C)=C/C(=O)O
    0.87	32.3	3.5	-2.1	-5.9	x	9.7	-13.9	-5.8
(12) Cc1nc(C#N)c(NCc2ccc3c(c2)OCO3)o1
    0.69	13.4	19.1	1.1	4.8	-13.5	-8.8	1.5	8.4
(13) Cc1ccc(-c2cnc(-c3ccncc3)o2)cc1
    1.67	7.0	-51.9	6.9	-18.9	10.2[fluorescence artefact?]	-0.7	-24.2	-1.6
(14) O=S(=O)(Cc1ccccc1)N1CCCCCC1
    1.44	8.1	-16.0	0.5	-38.3	-0.5	-2.1	-0.8	-1.2
(15) CCOC(=O)c1nnc(-c2ccc(C)cc2)nc1Oc1ccccc1Cl
    0.38	3.0	10.3	0.3	-13.4	x	3.4	-15.7	-0.3
(16) O=C(COC(=O)Cc1ccc(S(=O)(=O)N2CCCCC2)s1)Nc1ccc2c(c1)OCO2
    0.24	-0.9	22.9	2.8	-8.4	26.9	-5.8	-42.9	5.8
(17) COC(=O)C(Cc1ccccc1)NC(=O)CSc1nc(C)cc(=O)[nH]1 (configuration not stated)
    x	16.6	-5.7	-4.0	-7.0	1.3	-7.1	-14.0	3.6
(18) CC(C)=CC(=O)NCCc1ccccc1
    0.55	8.5	9.8	0.3	-8.9	-2.5	-17.8	-16.0	18.3
(19) CC(C)CCNC(=O)Nc1ccc2c(c1)N(C)C(=O)CS2
    -0.1	6.0	2.6	-0.3	8.4	6.0	0.3	-0.4	-0.4
(20) COc1ccc(CCn2c(=N)c(C(=O)N3CCN(C)CC3)cc3c(=O)n4ccccc4nc32)cc1
    -0.54	-23.0	-9.0	-2.4	-51.5	33.5[fluorescence artefact?]	4.5	-34.3	-5.4
(21) CCOC(=O)c1nc[nH]c1C
    0.88	-5.8	-13.4	0.2	5.7	x	3.1	-27.3	-1.6
(22) COc1ccc(NC(=O)N2CCCc3ccccc32)cc1
    0.36	16.2	-13.2	-3.1	-20.8	-1.2[fluorescence artefact?]	-5.8	-55.4	4.6
(23) Cc1cc(C)n2nc(SCC(=O)c3cc(C)n(-c4cc(C)on4)c3C)nc2n1
    -0.44	3.6	15.1	-5.7	-3.7	-1.0	6.6	-20.5	-6.0
(24) CCOC(=O)c1sc2nc(N3CCCC3)c3c(c2c1N)CC(C)(C)OC3
    -0.49	-0.6	5.4	0.1	14.0	x	7.2	-24.7	-5.9
(25) COC(=O)c1ccc(CSc2nnc(CNC(=O)COc3ccc(Cl)cc3)o2)o1
    0.59	-2.3	-19.5	-0.2	4.6	-2.6	6.4	-5.4	-3.6
(26) CCn1ccc(C(=O)NC2=C(C#N)CCC2)n1
    -0.42	-5.6	6.3	-0.7	-3.7	2.1	8.5	-11.9	-6.6
(27) Cc1c(N2C(=O)/C(=C3/C(=O)N(C)c4ccccc43)SC2=S)c(=O)n(-c2ccccc2)n1C
    0.44	-21.0	-7.6	-1.9	-3.9	x	-1.5	-41.4	7.1
(28) COc1cc(O)oc1C=Nc1ccc(C(F)(F)F)cc1
    0.29	-38.7	14.5	-0.7	17.9	x	9.8	-25.3	-7.2
(29) O=C(c1ccccc1F)N1CCC(O)(c2cccnc2)CC1
    -0.09	-1.3	3.0	-2.6	3.7	-1.1	-4.8	-18.9	2.5
(30) CN(NC(=O)c1ccccc1)c1nc2ccccc2nc1C(F)(F)F
    -1.37	11.7	9.4	-3.1	-13.2	x	6.0	-4.0	-2.1
(31) CCc1ccc2[nH]c(=O)c(CN(CCN(C)C)C(=O)Nc3ccccc3OC)cc2c1
    -1.54	9.9	-10.0	2.5	-3.0	-3.0	1.8	-16.5	2.4
(32) COc1cccc(OC)c1OCCN(C)C
    0.25	9.1	x	-1.7	13.1	-4.1	0.8	-43.2	0.2
(33) O=C(Cn1ccsc1=NC(=O)c1ccco1)c1ccccc1
    0.71	-10.7	19.7	1.0	23.6	6.8	-13.3	-12.0	12.2
(34) CC(CN1CCCCC1)OC(=O)C(C)(c1ccccc1)c1ccccc1 (configuration not stated)
    -0.41	0.6	-0.1	3.1	-6.7	-14.9	14.3	-14.1	-14.4
(35) COC(=O)CC/C(C)=N\Nc1ccc([N+](=O)[O-])cc1[N+](=O)[O-]
    -0.88	3.8	5.1	-0.7	-60.0	x	11.9	6.1	-10.1
(36) O=C(NCc1ccco1)c1cnn2c(C(F)(F)F)cc(-c3ccco3)nc12
    2.2	18.5	10.1	-1.5	-31.7	6.6	3.8	-23.9	-0.2
(37) O=C(NCCCN1CCOCC1)c1cc(-c2ccc(O)cc2)on1
    x	10.1	7.9	2.0	-43.6	-6.1	-3.8	-24.2	2.0
(38) COc1ccc(-c2noc(CSc3nc(N)c(-c4ccccc4)c(=O)[nH]3)n2)cc1OC
    0.32	-3.3	-16.4	-1.0	-93.6	23.5[fluorescence artefact?]	1.2	-7.9	-2.9
(39) O=C(Cc1nc2ccccc2s1)c1ccc(O)cc1O
    x	x	x	5.3	8.6	4.1	11.2	x	-7.4
(40) COc1cc(OC)cc(-n2nnnc2SCC(=O)Nc2ccc(C(C)=O)cc2)c1
    0.27	-6.0	12.1	-13.0	-10.8	x	-5.8	-5.8	3.2
(41) O=C(CN1C(=O)COc2ccccc21)N(Cc1ccc2c(c1)OCO2)CC1CCCO1 (configuration not stated)
    0.39	9.7	-3.5	1.1	17.1	3.1[fluorescence artefact?]	1.1	1.6	-3.5
(42) COc1ccc(C2=NO[C@@H]3C(=O)N(Cc4ccccc4)C(=O)[C@H]23)cc1OC
    0.3	-4.5	-1.2	-1.1	1.9	-4.1	9.3	2.1	-8.8
(43) Cc1ccccc1-c1nc(CN2CCCC(C(=O)NCCCN3CCOCC3)C2)c(C)o1 (configuration not stated)
    1.34	6.5	x	-4.2	-41.5	-8.2	3.3	-4.5	-4.8
(44) Cc1cc(C)cc(N(CC(=O)NCc2cccnc2)S(C)(=O)=O)c1
    -0.31	-15.1	x	2.3	-27.5	-8.7	-3.0	-5.3	1.7
(45) Cc1ccc(-c2ccnc(=S)[nH]2)cc1
    1.74	-3.3	1.9	7.5	3.8	x	18.6	-11.2	-15.9
(46) O=C(Nc1ccc(F)cc1)N1CCN(C/C=C/c2ccccc2)CC1
    -1.3	-18.8	-21.6	0.9	-28.0	-1.6	3.6	-1.2	-3.2
(47) Cc1cc(N2CCOCC2)ncc1[N+](=O)[O-]
    0.48	9.1	36.8	-1.8	x	x	12.3	-11.0	-7.4
(48) O=C(O)CN(Cc1ccccc1)S(=O)(=O)c1ccc(F)cc1
    1.17	9.1	19.1	-2.0	-10.7	12.7	1.5	-27.9	-1.9
(49) O=C(NCc1cccs1)C1CCCN(c2nc3ccccc3o2)C1 (configuration not stated)
    -0.07	9.6	25.6	-0.2	21.8	-8.1	-5.1	-38.6	1.9
(50) Cc1ccc(-c2nc3sc4c(c3c(=O)n2N)CC(C)(C)OC4)cc1
    0.23	-13.2	9.6	0.7	-4.5	-3.9	-2.4	-10.6	4.9
(51) CCOC(=O)c1sc2nc(CC(=O)OC)nc(NCc3ccc(F)cc3)c2c1C
    -2.3	20.4	7.9	1.8	2.2	7.8	1.6	-18.7	0.5
(52) CCCCc1nc2n[nH]c(N)c2c2c1CCCC2
    -2.04	13.5	8.8	6.4	-50.0	-1.7	-16.2	-27.1	12.2
(53) CC(C)(C)NCCCCOc1ccc(F)cc1
    2.41	-38.0	9.4	-0.8	-20.8	13.8[fluorescence artefact?]	-43.1	-46.1	39.5*
(54) CC(=O)Nc1ccccc1C(=O)N1CCc2ccccc21
    1.71	16.4	10.6	-8.8	8.5	-11.2	4.8	-9.9	-4.6
(55) CCOC(=O)CSc1snnc1C
    -0.06	-4.1	44.9	-3.3	-13.7	x	3.3	-18.0	2.9
(56) C=CCn1c(SCC)nc(O)cc1=O
    0.05	-1.1	5.8	1.1	-6.9	-4.9	5.4	5.9	-4.6
(57) CCOc1ccc(NC(=O)Cn2nnc(-c3ccccc3NC(=O)CC)n2)cc1
    0.22	7.6	-15.2	2.0	-1.6	-5.9	-1.7	-5.7	0.3
(58) Cc1nc(NC(=O)c2cc3c(s2)CCCCC3)sc1C(=O)N(C)C
    -0.51	13.6	-6.9	0.9	8.6	0.3	2.0	-11.9	-4.9
(59) COc1cccc(N2CCN(Cc3ccsc3)CC2)c1
    -0.04	5.9	9.1	1.3	-5.4	4.1	3.5	-5.4	-1.3
(60) Cc1cc(C)n(C(=O)COc2c(C)cccc2C)n1
    1.19	-0.6	-12.6	-2.1	-0.4	-5.1	11.5	-11.7	-8.2

Continued:
The line under a structure holds: PTK2B oligo ant	VCAM1 TNFa inh	F-actin modifier	FAK inh	IL1B cytotox	ERa coact inh	PTPN22 inh 2	TNFa cytotox	PTPN22 act
(61) COC(=O)c1ccc(COC(=O)c2[nH]c(C)c(C(C)=O)c2C)o1
    0.09	33.4	15.1	-1.3	7.6	3.6[fluorescence artefact?]	-10.6	-21.0	11.2
(62) COc1ccccc1OCCCCCc1c(C)n[nH]c1C
    -0.18	3.7	15.8	-2.4	-15.8	-7.6	-29.8	-31.8	27.3
(63) COCCNC(=O)COC(=O)CSCc1nc2ccccc2s1
    0.66	-6.4	-16.7	-1.0	-3.8	-0.3	-5.1	-13.3	1.7
(64) CN(C)Cc1nc2ccccc2c(=O)n1Cc1nc(-c2cc3ccccc3o2)cs1
    -2.36	-10.0	-13.4	1.1	-29.0	6.1[fluorescence artefact?]	1.3	6.5	-3.4
(65) CC(=O)N1CCc2cc(S(=O)(=O)NC(Cc3ccccc3)C(=O)NC3CCCCCC3)ccc21 (configuration not stated)
    -0.91	27.6	x	-0.1	8.9	-5.7	-1.5	4.4	-2.4

Some entries already given with just PTPN22 inh 2 and PTPN22 act.
| cpd | molecule | PTPN22 inh 2 | PTPN22 act |
| --- | --- | --- | --- |
| 22 | COc1ccc(NC(=O)N2CCCc3ccccc32)cc1 | -5.8 | 4.6 |
| 23 | Cc1cc(C)n2nc(SCC(=O)c3cc(C)n(-c4cc(C)on4)c3C)nc2n1 | 6.6 | -6.0 |
| 24 | CCOC(=O)c1sc2nc(N3CCCC3)c3c(c2c1N)CC(C)(C)OC3 | 7.2 | -5.9 |
